Pf Dd2 growth – inhibitors of Plasmodium falciparum Dd2 growth. P. falciparum Dd2 growth, SYBR Green, 72 h; hits give low values. activity change, % at 10 µM. 94,000 compounds, 2.3% hits. AID 1159554; in the data active = activity change below about -80%; inconclusive = no clear call, values can overlap the other calls
C diff growth – blocks growth of Clostridium difficile. Clostridium difficile clinical isolate growth, OD600, 24 h; hits give low values. growth activity, negative = inhibition, % at 16 µg/mL (by protocol). 86,000 compounds, 0.25% hits;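 active = mean growth activity at or below -80% and every replicate also at or below -80%; inconclusive = mean at or below -80% but some replicate above -80%; inactive = mean growth activity above -80%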;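 note: 0% = DMSO wells and -100% = levofloxacin 16 µg/mL wells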
T cruzi growth – inhibitors of T. cruzi proliferation. T. cruzi beta-gal in NIH3T3, GalScreen luminescence, 90 h. inhibition, % at 8.34 µM. 77,000 compounds, 5.9% hits. AID 624255;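 active = mean inhibition above about 93%, with at least 55% of replicates each passing it, limit read from the data, passing the limit was not always enough; inconclusive = only one of those two conditions holds; inactive = neither condition holds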
GASC1 inh – KDM4C (human) demethylase inhibition; inhibition, % at 12.5 µM; AID 720574; 96,000 compounds, 0.15% hits; GST-KDM4C 2-372, H3K9me3 peptide, LANCE TR-FRET; Q9H3R0;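 active = mean replicate inhibition above about 25%, with at least 55% of replicates also reaching it, limit read from the data, passing the limit was not always enough; inconclusive = only one of those two conditions met; inactive = neither condition met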
Target sequence (Q9H3R0 2-372 limits assumed): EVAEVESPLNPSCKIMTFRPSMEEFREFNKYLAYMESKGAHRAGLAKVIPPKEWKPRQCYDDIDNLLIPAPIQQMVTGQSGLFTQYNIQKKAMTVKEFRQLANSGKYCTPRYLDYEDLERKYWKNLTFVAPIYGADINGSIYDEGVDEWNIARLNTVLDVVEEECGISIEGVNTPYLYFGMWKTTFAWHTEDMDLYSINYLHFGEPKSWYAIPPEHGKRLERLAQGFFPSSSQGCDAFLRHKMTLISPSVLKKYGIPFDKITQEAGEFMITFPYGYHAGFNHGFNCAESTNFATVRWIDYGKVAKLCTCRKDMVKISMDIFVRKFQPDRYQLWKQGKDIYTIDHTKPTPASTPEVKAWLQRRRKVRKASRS
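Material: GST-tagged GASC-1 (JMJD2C) catalytic fragment, aa 2-372. Input: enzyme final amount 10 nM. Medium: HEPES buffer, pH 7.5, plus ascorbate. Reagent: H3K9me3 peptide substrate, Fe(II), 2-oxoglutarate. Doses: single dose. Times: reaction 30 min RT, detection step 1 h RT. Measured by: LANCE TR-FRET. Evaluation: Fall in 671/618 emission ratio as inhibition.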
An asterisk follows results filed as active; ? = inconclusive; · = not tested or not shown; & = joins results of further samples.

[1] C[C@H](CO)N1C[C@H](C)[C@@H](CN(C)C(=O)CC2CC2)Oc2ncc(C#CC3CC3)cc2C1=O
[2] C[C@H]1CN([C@@H](C)CO)C(=O)Cc2cc(NS(C)(=O)=O)ccc2O[C@H]1CN(C)S(=O)(=O)c1ccccc1
[3] C[C@@H]1CN([C@@H](C)CO)C(=O)Cc2cc(NC(=O)C3CCCCC3)ccc2O[C@@H]1CN(C)Cc1ccc(-c2ccccc2)cc1
[4] C[C@H]1CN([C@@H](C)CO)C(=O)c2cccc(NS(=O)(=O)c3ccccc3)c2O[C@@H]1CN(C)C(=O)Nc1cccc2ccccc12
[5] Cn1cnc(CCNC(=O)C[C@@H]2CC[C@H]3[C@@H](COC[C@H](O)CN3C(=O)C3CC3)O2)c1
[6] C[C@@H]1CN([C@@H](C)CO)C(=O)c2cc(NC(=O)Nc3ccc(C(F)(F)F)cc3)ccc2O[C@@H](C)CCCCO[C@H]1CN(C)Cc1ccc(C(F)(F)F)cc1
[7] COc1ccccc1-c1ccccc1[C@@H]1[C@@H](C#N)N(C(=O)CN(C)C)[C@@H]1CO
[8] C[C@@H]1CN([C@H](C)CO)C(=O)c2cc(NS(=O)(=O)c3cn(C)cn3)ccc2O[C@@H](C)CCCCO[C@@H]1CN(C)C(=O)CCCN(C)C

entry no. | 1 | 2 | 3 | 4 | 5 | 6 | 7 | 8
Pf Dd2 growth | -10 | 14 | -20 | 3 | 4 | -68 | 4 | 60
C diff growth | -1 | 7 | -4 | -10 | 5 | 3 | 7 | 5
T cruzi growth | 14 | 22 | 79 | 1 | 12 | ? | · | 13
GASC1 inh | -2.7 | -0.6 | -0.7 | 2.2 | 1.1 | -0.3 | -1.4 | 2.8

[9] CCCNC(=O)Nc1ccc2c(c1)C(=O)N(C)[C@H]1CC[C@@H](CC(=O)O)O[C@H]1CO2
[10] COc1ccccc1CNC(=O)C[C@H]1CC[C@@H]2[C@H](COC[C@@H](O)CN2Cc2ccccc2)O1
[11] O=S(=O)(c1ccccc1)N1CC[C@@H]2[C@H]1c1cc(C#CC3CCCCC3)ccc1N[C@@H]2CO
[12] CO[C@H]1CN(C)C(=O)c2ccc(NC(=O)c3ccccc3F)cc2OC[C@H](C)N(C(=O)c2ccccc2F)C[C@H]1C
[13] COc1ccc(NC(=O)N(C)C[C@H]2Oc3ccc(NC(=O)CCCN(C)C)cc3C(=O)N([C@H](C)CO)C[C@H]2C)cc1
[14] Cc1ccc(S(=O)(=O)N(C)C[C@H]2Oc3c(NC(=O)CCCCCC(=O)Nc4ccccc4N)cccc3C(=O)N([C@@H](C)CO)C[C@H]2C)cc1
[15] Cn1cnc(S(=O)(=O)N[C@H]2C=C[C@H](CC(=O)NCC3CCCCC3)O[C@H]2CO)c1
[16] Cc1ccccc1-c1ccc([C@H]2[C@H](CO)N3C(=O)CN(C(=O)Nc4cccc(F)c4)C[C@@H]23)cc1

entry no. | 9 | 10 | 11 | 12 | 13 | 14 | 15 | 16
Pf Dd2 growth | -5 | -2 | -34 | -14 | -4 | -91* | 2 | -26
C diff growth | -3 | 5&2 | -16 | · | 0 | 4 | -3 | 1
T cruzi growth | -21 | · | · | -49 | · | · | · | ·
GASC1 inh | 5.1 | 0.2 | -8.8 | 0.2 | 0.4 | -0.1 | -0.4 | -0.2

[17] C[C@@H]1CCCCO[C@H](CN(C)C(=O)Nc2ccccc2)[C@@H](C)CN([C@H](C)CO)C(=O)c2cc(NS(=O)(=O)c3ccc(F)cc3)ccc2O1
[18] C[C@H]1CCCCO[C@H](CN(C)C(=O)Nc2ccc3c(c2)OCO3)[C@@H](C)CN([C@@H](C)CO)C(=O)c2cc(NC(=O)c3ccccc3)ccc2O1
[19] C[C@@H]1CCCCO[C@H](CN(C)Cc2ccccc2)[C@H](C)CN([C@@H](C)CO)C(=O)c2cc(NS(=O)(=O)c3ccc(F)cc3)ccc2O1
[20] C[C@@H]1CCCCO[C@@H](CN(C)S(=O)(=O)c2cccs2)[C@H](C)CN([C@@H](C)CO)C(=O)c2cc(NC(=O)CCCN(C)C)ccc2O1
[21] C[C@H]1CN([C@@H](C)CO)S(=O)(=O)c2ccc(/C=C/c3ccccc3)cc2O[C@H]1CN(C)C(=O)CN1CCOCC1
[22] C[C@H]1CN([C@@H](C)CO)C(=O)Cc2cc(NS(=O)(=O)c3cccs3)ccc2O[C@@H]1CN(C)S(=O)(=O)c1cccs1
[23] Cc1noc(C)c1NC(=O)Nc1cccc2c1O[C@H](CN(C)C)[C@H](C)CN([C@H](C)CO)C2=O
[24] COc1ccc(NC(=O)Nc2ccc3c(c2)C(=O)N([C@H](C)CO)C[C@H](C)[C@@H](CN(C)Cc2ccc(Cl)c(Cl)c2)OCCCC[C@H](C)O3)cc1

entry no. | 17 | 18 | 19 | 20 | 21 | 22 | 23 | 24
Pf Dd2 growth | -14 | -69 | -37 | -20 | -4 | -6 | -7 | -18
C diff growth | 1 | -4 | -4 | 0 | 5 | · | 1 | 1
T cruzi growth | 47 | 88 | 59 | 58 | · | 31 | · | 123*
GASC1 inh | -0.4 | -1.3 | 0.4 | 3.5 | 2.9 | 0.2 | -2.0 | -0.3

Some of the entries so far, with tabs.
cpd	mol	Pf Dd2 growth	C diff growth	T cruzi growth	GASC1 inh
15	Cn1cnc(S(=O)(=O)N[C@H]2C=C[C@H](CC(=O)NCC3CCCCC3)O[C@H]2CO)c1	2	-3	·	-0.4
16	Cc1ccccc1-c1ccc([C@H]2[C@H](CO)N3C(=O)CN(C(=O)Nc4cccc(F)c4)C[C@@H]23)cc1	-26	1	·	-0.2
17	C[C@@H]1CCCCO[C@H](CN(C)C(=O)Nc2ccccc2)[C@@H](C)CN([C@H](C)CO)C(=O)c2cc(NS(=O)(=O)c3ccc(F)cc3)ccc2O1	-14	1	47	-0.4
18	C[C@H]1CCCCO[C@H](CN(C)C(=O)Nc2ccc3c(c2)OCO3)[C@@H](C)CN([C@@H](C)CO)C(=O)c2cc(NC(=O)c3ccccc3)ccc2O1	-69	-4	88	-1.3
19	C[C@@H]1CCCCO[C@H](CN(C)Cc2ccccc2)[C@H](C)CN([C@@H](C)CO)C(=O)c2cc(NS(=O)(=O)c3ccc(F)cc3)ccc2O1	-37	-4	59	0.4

Part of the list above in order of count of non-hydrogen atoms, low to high.
[1] C[C@H](CO)N1C[C@H](C)[C@@H](CN(C)C(=O)CC2CC2)Oc2ncc(C#CC3CC3)cc2C1=O
[16] Cc1ccccc1-c1ccc([C@H]2[C@H](CO)N3C(=O)CN(C(=O)Nc4cccc(F)c4)C[C@@H]23)cc1
[14] Cc1ccc(S(=O)(=O)N(C)C[C@H]2Oc3c(NC(=O)CCCCCC(=O)Nc4ccccc4N)cccc3C(=O)N([C@@H](C)CO)C[C@H]2C)cc1

entry no. | 1 | 16 | 14
Pf Dd2 growth | -10 | -26 | -91*
C diff growth | -1 | 1 | 4
T cruzi growth | 14 | · | ·
GASC1 inh | -2.7 | -0.2 | -0.1

More results
[25] O=C(c1ccc(F)cc1)N1C[C@@H]2N[C@H](C1)C2c1ccc(-c2ccc(F)cc2)cc1 (stereo partly specified)
[26] CO[C@H]1CN(C)C(=O)c2cc(NC(=O)c3cc(C)on3)ccc2OC[C@@H](C)N(CC2CC2)C[C@H]1C
[27] CCC(=O)N[C@@H]1CC[C@H](CC(=O)NCCN2CCCCC2)O[C@@H]1CO
[28] CC(C)NC(=O)Nc1cccc2c1O[C@@H](CN(C)Cc1ccc(C(=O)O)cc1)[C@@H](C)CN([C@H](C)CO)C2=O
[29] CCNC(=O)[C@@H]1[C@@H](CO)[C@@H]2Cn3c(ccc(-c4ccc(F)cc4)c3=O)[C@H]1N2C
[30] C[C@H](CO)N1C[C@H](C)[C@@H](CN(C)S(C)(=O)=O)Oc2ccc(NC(=O)CCCCCC(=O)Nc3ccccc3N)cc2C1=O
[31] Cc1cccc(S(=O)(=O)N2CCCCN3[C@H](CO)[C@H](c4ccc(C#CC(C)C)cc4)[C@H]3C2)c1
[32] COc1ccc(CN(C)C[C@@H]2OCCCC[C@H](C)Oc3ccc(NC(=O)Nc4ccc(F)cc4)cc3C(=O)N([C@H](C)CO)C[C@@H]2C)cc1

entry no. | 25 | 26 | 27 | 28 | 29 | 30 | 31 | 32
Pf Dd2 growth | -47&-39 | 12 | 13 | 9 | 6 | 28 | -73 | -20
C diff growth | 52&77 | · | · | -2&-5 | 0 | 1 | -2 | 9
T cruzi growth | · | -369 | -102 | · | -42 | · | 69 | 65
GASC1 inh | -2.5&-2.1 | -0.6 | 2.3 | 1.2 | -0.5 | -0.4 | 0.2 | -0.4

[33] CCC(=O)Nc1ccc2c(c1)C(=O)N(C)C[C@H](OC)[C@@H](C)CN[C@@H](C)CO2
[34] CO[C@@H]1CN(C)C(=O)c2ccc(NC(=O)C3CCOCC3)cc2OC[C@@H](C)N(Cc2cccnc2)C[C@H]1C
[35] O=C(c1cccnc1)N1CC(=O)N2[C@H](CO)[C@@H](c3ccc(/C=C/c4ccccc4)cc3)[C@H]2C1
[36] C[C@@H]1CCCCO[C@H](CN(C)CC2CCCCC2)[C@H](C)CN([C@@H](C)CO)C(=O)c2cc(NS(=O)(=O)c3cn(C)cn3)ccc2O1
[37] Cc1ccc(S(=O)(=O)Nc2cccc3c2O[C@H](CN(C)Cc2ccc(C(F)(F)F)cc2)[C@@H](C)CN([C@@H](C)CO)C3=O)cc1
[38] CCC(=O)N1[C@H](CO)[C@@H](c2ccccc2)[C@@H]1CNC(=O)CN1CCOCC1
[39] C[C@H](CO)N1C[C@H](C)[C@H](CN(C)C(=O)Nc2ccc(C(F)(F)F)cc2)Oc2ncc(-c3cccnc3)cc2C1=O
[40] C[C@H](CO)N1C[C@H](C)[C@H](CN(C)Cc2ccc(Oc3ccccc3)cc2)Oc2ccc(NC(=O)CCCN(C)C)cc2C1=O

entry no. | 33 | 34 | 35 | 36 | 37 | 38 | 39 | 40
Pf Dd2 growth | 7 | 19 | -21 | -7 | -4 | 22 | 4&22 | -27
C diff growth | -21 | · | 11 | -4 | 11 | 1 | -3&0 | 6
T cruzi growth | 27 | · | · | -13 | 66 | 69 | 32&33 | -83
GASC1 inh | 0.1 | -1.0 | -1.4 | 5.8 | -0.6 | -0.8 | -2.8 | 1.5

[41] O=S(=O)(c1ccccc1F)N1CC[C@@H]2[C@@H](CO)Nc3ccc(-c4cccc(F)c4)cc3[C@@H]21
[42] CNC[C@H]1OCCCC[C@H](C)Oc2ccc(NC(=O)Nc3ccc4c(c3)OCO4)cc2C(=O)N([C@H](C)CO)C[C@H]1C
[43] C[C@H]1CCCCO[C@H](CN(C)C)[C@@H](C)CN([C@@H](C)CO)C(=O)c2cc(NC(=O)c3ccncc3)ccc2O1
[44] COc1cccc(CNC(=O)C[C@H]2CC[C@@H](NC(C)=O)[C@@H](CO)O2)c1
[45] CC(=O)N[C@@H]1CC[C@H](CC(=O)NCc2ccc(Cl)cc2)O[C@@H]1CO
[46] C[C@@H]1CN([C@H](C)CO)S(=O)(=O)c2ccc(-c3cccc(F)c3)cc2O[C@@H]1CN(C)CC1CC1
[47] C[C@H](CO)N1C[C@H](C)[C@@H](CN(C)Cc2cccc(F)c2)Oc2ncc(C3=CCCCC3)cc2C1=O
[48] COc1ccc(S(=O)(=O)Nc2ccc3c(c2)C(=O)N([C@@H](C)CO)C[C@H](C)[C@@H](CN(C)C(=O)C2CCCCC2)OCCCC[C@H](C)O3)cc1

entry no. | 41 | 42 | 43 | 44 | 45 | 46 | 47 | 48
Pf Dd2 growth | 13 | 7 | 6 | 13 | -1 | -41 | -15 | -64
C diff growth | -2 | -3 | 0 | · | -1 | -2 | -1 | -2
T cruzi growth | 29 | 44 | 50 | -45 | -34 | 5 | 45 | -15
GASC1 inh | -2.9 | 1.2 | -1.7 | 2.0 | -0.2 | -0.6 | -1.3 | -1.1

[49] COc1ccccc1CNC(=O)C[C@H]1C[C@H]2c3cc(NC(=O)Cc4ccncc4)ccc3O[C@H]2[C@H](CO)O1
[50] CCCC#Cc1cnc2c(c1)C(=O)N([C@@H](C)CO)C[C@@H](C)[C@@H](CN(C)C(=O)C1CCCCC1)O2
[51] C[C@H]1CN([C@@H](C)CO)C(=O)Cc2cc(NS(=O)(=O)c3ccc(Cl)cc3)ccc2O[C@H]1CN(C)Cc1ccc(Cl)c(Cl)c1
[52] COC(=O)C[C@H]1CC[C@@H]2[C@H](COc3ccc(NS(=O)(=O)c4ccc(F)cc4)cc3C(=O)N2C)O1
[53] CC(C)NC(=O)Nc1cccc2c1O[C@H](CN(C)S(=O)(=O)c1ccccc1)[C@H](C)CN([C@@H](C)CO)C2=O

entry no. | 49 | 50 | 51 | 52 | 53
Pf Dd2 growth | -87* | -32 | -32 | 9 | 1
C diff growth | 0 | 4 | 28 | -3 | 1
T cruzi growth | -10 | -100 | 84 | -32 | 61
GASC1 inh | -0.5 | 0.5 | -2.0 | -0.4 | 1.0
